CF NFkB inh: blocks PAF-induced NF-kB reporter in cystic fibrosis cells; KKLEB NF-kB-GFP reporter, GFP fluorescence overnight; inhibition, % at 5 µM; 360,000 compounds, 0.86% hits;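 active means at least 50% inhibition at 5 µM, scaled per plate between neutral and stimulator controls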;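 further: PAF is a Pseudomonas aeruginosa culture filtrate used as stimulus; plate controls were PAF-stimulated DMSO wells for no effect and unstimulated DMSO wells for full effect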
Peg3 promoter: Peg3 promoter activity inhibition. 360,000 compounds, 1.7% hits. inhibition, % at 20 µM. HeLa PEG-Prom luciferase reporter, luminescence, overnight. AID 588405;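 active means inhibition of at least 50% at 20 µM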
KKLEB cytotox: counter-screen for CF NF-kB inhibitors: cytotoxicity. KKLEB CF airway cells viability, ATPlite luminescence, overnight; hits give low values; cells stimulated with P. aeruginosa culture filtrate. activity change (cytotoxicity), % at 5 µM. 360,000 compounds, 0.36% hits. AID 602141;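 active means corrected activity change at or below -50% at 5 µM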
NR2E3 ag-1: human photoreceptor-specific nuclear receptor agonism. Q9Y5X4. CHO-S Gal4-NCOR/VP16-NR2E3 two-hybrid, luciferase. inhibition of corepressor binding, % at 3.98 µM. 360,000 compounds, 0.35% hits. AID 602229;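 active means inhibition above the mean of all tested compounds plus 3 SD, cut at about 70% in these data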;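 further: 0% = DMSO with NR2E3 transfected cells and 100% = cells lacking NR2E3 construct; higher means lower luciferase signal from less NR2E3 corepressor binding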
Target sequence (Q9Y5X4 whole entry, looked up, the tested form may be a part): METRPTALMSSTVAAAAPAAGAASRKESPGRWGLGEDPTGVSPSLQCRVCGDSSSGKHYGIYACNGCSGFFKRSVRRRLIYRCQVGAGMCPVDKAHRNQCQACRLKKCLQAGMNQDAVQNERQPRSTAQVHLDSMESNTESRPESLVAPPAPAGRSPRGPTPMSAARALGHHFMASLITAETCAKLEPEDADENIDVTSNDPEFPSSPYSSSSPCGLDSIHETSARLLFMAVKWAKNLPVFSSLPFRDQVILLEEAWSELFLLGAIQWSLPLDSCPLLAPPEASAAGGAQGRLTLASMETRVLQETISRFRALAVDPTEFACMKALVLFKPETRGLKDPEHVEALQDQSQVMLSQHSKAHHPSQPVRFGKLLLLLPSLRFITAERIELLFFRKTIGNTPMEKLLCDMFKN
HIF-2a inh: inhibitors of HIF-2a; 786-0 RCC cells HIF-2a reporter, luciferase luminescence, overnight; AID 624352; 360,000 compounds, 0.72% hits; inhibition, % at 18.8 µM;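 active means inhibition of the luminescence signal of 40% or more relative to plate controls, in a single-dose primary screen at 18.75 µM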
CaV13 FRET inh: Primary screen for inhibitors of IQ motif and Ca2+-dependent inactivation inhibitor domain binding in CACNA1D, Förster resonance energy transfer in living cells, …. inhibition, % at 12.3 µM. 340,000 compounds, 0.098% hits. HEK cells, CFP/YFP FRET ICDI-IQ, plate reader, 10 min; percent FRET-ratio fall versus neutral wells. AID 743397;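 active means mean replicate inhibition of at least 30% and at least 1% of replicates passing that level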;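 further: 0% = median of the neutral control wells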
Vif inh: inhibitors of HIV Vif. inhibition, % at 7.49 µM. AID 602346. HEK293T cells, Vif self-association by quenched fluorescence, imaging, 24 h. 340,000 compounds, 0.35% hits; in the data active means inhibition above about 50%, passing the limit was not always enough; further: some results filed as inactive read as strong as hits
PDI inh: blocks human protein disulfide isomerase activity; P07237; PDI insulin aggregation turbidity, A650, 90 min; inhibition, % at 10 µM; 350,000 compounds, 0.052% hits;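 active means mean inhibition across replicates of 30% or more, whatever share of single replicates reach that level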;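 further: absorbance from insulin aggregation driven by PDI reduction with DTT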
Target sequence (P07237 whole entry, looked up): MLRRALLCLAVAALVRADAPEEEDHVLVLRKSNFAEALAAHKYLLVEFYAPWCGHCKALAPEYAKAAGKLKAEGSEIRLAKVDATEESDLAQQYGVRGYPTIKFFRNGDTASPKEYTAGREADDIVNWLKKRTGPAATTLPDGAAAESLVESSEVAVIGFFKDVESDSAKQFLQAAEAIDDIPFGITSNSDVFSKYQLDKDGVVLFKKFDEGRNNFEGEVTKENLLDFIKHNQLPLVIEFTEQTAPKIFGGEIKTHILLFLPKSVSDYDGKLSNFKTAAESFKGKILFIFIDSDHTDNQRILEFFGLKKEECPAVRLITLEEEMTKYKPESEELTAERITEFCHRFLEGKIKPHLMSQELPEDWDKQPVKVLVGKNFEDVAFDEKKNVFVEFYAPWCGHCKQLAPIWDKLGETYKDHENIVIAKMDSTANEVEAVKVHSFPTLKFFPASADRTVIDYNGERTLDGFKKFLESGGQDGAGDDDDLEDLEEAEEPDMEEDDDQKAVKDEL
Shn3 3UTR inh: Schnurri-3 reporter inhibition in Clone20 osteoblasts; Clone20 osteoblast Shn3 3'UTR firefly luciferase, 24 h; inhibition, % at 12.5 µM; AID 588674; 360,000 compounds, 0.52% hits;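 active means mean inhibition of at least 75% with every replicate also reaching 75%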;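 further: 0% = median of neutral control wells and 100% = pilot-screen positive control compound; some compounds past the cut are filed as inactive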
MITF TRPM1 inh: reduces MITF-dependent TRPM1 promoter luciferase signal; SK-MEL-5 TRPM1 promoter luciferase, 24 h; inhibition, % at 12.5 µM; 330,000 compounds, 0.83% hits;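 active means mean inhibition across replicates of 60% or more, whatever share of single replicates reaches that level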; further: values of inactives mirror those of a sister screen read the other way
NR2E3 ag-2: NR2E3 (human) agonism | inhibition of corepressor binding, % at 4.78 µM | AID 2300 | Q9Y5X4 | GST-NR2E3/biotin-RetCOR TR-FRET, 1536-well | 320,000 compounds, 0.12% hits;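 active means percent inhibition above the cutoff of mean plus 3 SD of all tested compounds, set per screening campaign, cut at about 20% in these data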;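 further: 0% = DMSO wells and 100% = biotin wells as full block of FRET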
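System: GST-NR2E3 and biotin-RetCOR proteins; probe or stimulus: 7 nM biotin-RetCOR; doses: compound at 4.8 µM, single dose; schedule: Compound–protein incubation for 5 h at 4 °C; detection: time-resolved FRET; read-out: percent inhibition; controls: biotin wells as high control, 0.6% DMSO wells as low control; format: 1536-well plates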
* hit, by the source's call; . = not tested or not shown.

SMILES	CF NFkB inh	Peg3 promoter	KKLEB cytotox	NR2E3 ag-1	HIF-2a inh	CaV13 FRET inh	Vif inh	PDI inh	Shn3 3UTR inh	MITF TRPM1 inh	NR2E3 ag-2
CCOC(=O)N1CCN(S(=O)(=O)N2CCCC(C(=O)NCCCN3CCC(C)CC3)C2)CC1 (configuration not stated)	2	-6	6	14	16	-5	5	10	2	0	3
CCN(CC)C(=O)C1=C(C)N(Cc2ccc(OC)cc2)C(=O)C(CC(=O)NC2CCCC2)C1 (configuration not stated)	-10	3	-1	-2	0	-3	-1	-3	-22	.	.
O=C(C1CCN(c2nc3nonc3nc2N2CCCCC2)CC1)N1CCOCC1	-10	17	4	-9	10	3	4	-3	16	9	0
OC(COc1ccc(CNCCc2ccc(C(F)(F)F)cc2)cc1)CN1CCCCC1 (configuration not stated)	11	104*	-8	10	23	-6	0	3	34	94*	-2
CC(=O)c1cc(-c2ccc(F)cc2)n(CCC(=O)Nc2cccc(C)n2)c1C	0	-1	-5	16	14	-4	-1	-10	10	4	2
CCOC(=O)[C@@H]1[C@H]2COc3cc(OC)ccc3[C@H]2N2C(=O)N(c3cccc(C)c3)C(=O)[C@]12C	1	-3	-3	-31	-4	-5	-1	-1	18	-22	.
COc1ccc(/C=N/NC(=O)CCC(=O)Nc2ccccc2)cc1OC	6	8	-10	17	1	-3	-4	-10	3	2	1
COc1ccc(-c2cc3ncc(-c4ccccc4)c(N)n3n2)cc1	-12	-269	-20	-37	-352	1	5	3	-58	-129	.
O=C(O)c1cc(=O)c2cc(Cl)ccc2o1	8	2	-9	-11	15	-5	12	2	-15	9	-1
CCOC(=O)c1cccc(NC(=O)CSc2nnc(-c3ccoc3C)n2CCOC)c1	8	12	14	-23	13	-2	-4	0	9	13	-2
CC(=O)NC12CC3CC(C1)CC(C(=O)Nc1nc4ccc(S(C)(=O)=O)cc4s1)(C3)C2	-4	-6	15	-7	5	-6	-8	-6	1	10	0
CCN(CC(=O)Nc1ccccc1C(F)(F)F)C(=O)CCS(=O)(=O)c1ccc(C)cc1	-5	11	13	3	3	-5	3	-5	-9	4	0
Cc1ccc(N2C(=O)C3C4CC(=O)C(c5ccccc54)C3C2=O)cc1 (configuration not stated)	6	-28	8	1	12	-4	22	2	9	-2	3
CC1CC(C)CN(c2cc(N(C)CCO)c([N+](=O)[O-])c3nonc23)C1 (configuration not stated)	-24	10	-1	-4	18	4	-4	-3	9	2	0
COc1cccc(N2CC(C(=O)Nc3ccc(C(=O)OC(C)C)cc3)CC2=O)c1 (configuration not stated)	-6	2	10	4	-12	-5	21	7	-2	3	-1
Cc1nc([N+](=O)[O-])cn1CCC#N	-13	10	10	-19	12	12	-3	2	.	-3	3
CN1CC(=O)NC1=NC(=O)c1cc(F)c(F)cc1Cl	-16	4	7	15	19	-4	2	9	-12	6	3
COc1ccc(NC(=O)N(CCC(C)C)C(C)c2ccccn2)c(OC)c1 (configuration not stated)	8	20	-6	-2	5	-7	8	5	-9	.	-2
Cc1ccc(CCSc2ccc(F)cc2)cn1	-28	-52	12	-5	-71	-4	0	5	3	.	-3
COc1ccccc1OCCNC(=O)c1ccc(C)c(S(=O)(=O)N2CCOCC2)c1	-9	14	8	-7	5	-5	-5	13	8	-6	1
COc1cccc(N(CC(=O)N2CCCCCC2)S(C)(=O)=O)c1	7	6	5	-13	19	-4	-7	11	-6	-7	1
Cc1cc(C)cc(N(C(=O)C(F)(F)F)C(C(=O)NC2CCCCC2)c2cccs2)c1 (configuration not stated)	-3	15	9	6	14	-5	5	3	-4	3	2
Cc1ccc(N(C(C)C(=O)Nc2ccc(S(=O)(=O)N3CCOCC3)cc2)S(C)(=O)=O)cc1 (configuration not stated)	4	9	-1	9	5	-5	26	-2	9	0	2
Cc1onc(-c2ccccc2Cl)c1C(=O)NCCN1CCOCC1	13	3	0	-3	9	.	1	4	-1	1	1
CCCC(C)c1oc(=O)cc(O)c1C (configuration not stated)	2	-8	14	0	-1	-9	.	0	-4	4	.
COc1ccccc1N1Cc2ccc(OC)c(OC)c2C1=O	-6	3	9	-11	-7	-4	4	2	-13	-1	0
Cc1nn(Cc2ccccc2Cl)c(C)c1C(=O)N(C)CC(=O)Nc1cccc(F)c1	9	-7	6	-14	-7	-6	-3	11	31	5	-3
CCOC(=O)c1sc(N2C(=O)C(O)=C(C(=O)c3ccco3)C2c2cccc([N+](=O)[O-])c2)nc1C (configuration not stated)	47	19	12	-6	-6	-7	-8	4	-1	-2	2
Cc1scc(C(=O)NCc2ccco2)c1-c1ccccc1	6	25	-9	-15	-7	-8	-6	-2	-28	10	0
COCC(C)NC(=O)Cc1ccc(Cl)cc1 (configuration not stated)	19	3	-6	1	18	-6	3	8	-8	-13	0
COc1ccc([C@H]2C[C@H](n3cc(C4CC4)nn3)[C@@H](O)CN2CC2CCCCC2)cc1	4	-5	1	-10	-34	-5	.	10	27	.	.
OCCC1CN(Cc2cccn2-c2ncccn2)CCN1Cc1ccccc1 (configuration not stated)	-10	4	0	-34	9	-2	4	15	13	-7	5
CCOC(=O)CNC(=O)CSc1nnc(Cn2c(=O)sc3ccccc32)n1-c1ccccc1C	7	16	1	8	18	-4	-6	-1	-15	-11	0
COc1cc2ccccc2nn1	7	-9	-11	-5	3	-38	1	1	-23	-5	-1
COC(=O)c1ccc(C2C(C(=O)c3ccco3)=C(O)C(=O)N2c2cc(C)on2)cc1 (configuration not stated)	5	-40	-10	-29	-39	-7	-1	-12	-10	-10	1
Cc1cn([C@H]2C[C@H](O)[C@@H](/C=C/C(=O)NCc3ccco3)O2)c(=O)[nH]c1=O	4	14	-7	9	19	-5	1	.	6	.	.
CCC(C)NC(=O)CN(c1cc(Cl)ccc1OC)S(C)(=O)=O (configuration not stated)	-5	12	-5	-6	9	-10	3	-4	-5	-5	4
CCOC(=O)C1=C(C)N=C2SC(C)C(=O)N2C1c1ccc(C(=O)OC)cc1 (configuration not stated)	6	1	0	5	18	-3	16	1	7	-6	-1
CCc1nnc(NC(=O)C2CCCN(c3nc(C)cc(C)n3)C2)s1 (configuration not stated)	8	6	3	-5	3	-6	-6	-1	-16	2	-1
CC1CCN(S(=O)(=O)c2ccc(NC(=O)CSc3nnnn3C)cc2)CC1	5	14	-16	-9	28	-4	1	4	7	10	-2

Reprinted from the part before: three entries, followed by the next part.
SMILES	CF NFkB inh	Peg3 promoter	KKLEB cytotox	NR2E3 ag-1	HIF-2a inh	CaV13 FRET inh	Vif inh	PDI inh	Shn3 3UTR inh	MITF TRPM1 inh	NR2E3 ag-2
CCOC(=O)C1=C(C)N=C2SC(C)C(=O)N2C1c1ccc(C(=O)OC)cc1 (configuration not stated)	6	1	0	5	18	-3	16	1	7	-6	-1
CCc1nnc(NC(=O)C2CCCN(c3nc(C)cc(C)n3)C2)s1 (configuration not stated)	8	6	3	-5	3	-6	-6	-1	-16	2	-1
CC1CCN(S(=O)(=O)c2ccc(NC(=O)CSc3nnnn3C)cc2)CC1	5	14	-16	-9	28	-4	1	4	7	10	-2
CCOc1cc(C2C3=C(CCCC3=O)OC3=C2C(=O)CCC3)cc([N+](=O)[O-])c1O	15	14	0	-22	16	-5	-16	5	-15	7	-2
CC(=O)N(CC(=O)Nc1nn(-c2ccccc2)nc1C(N)=O)Cc1ccccc1	-7	21	-11	4	11	-4	-2	3	12	2	1
O=C(O)C1CCCN1C(=O)Nc1ccc(Cl)cc1 (configuration not stated)	-2	-1	3	8	6	-2	7	-12	11	5	1
Cc1nc2ccccc2c2oc(C(=O)N3CCN(c4ccc([N+](=O)[O-])cc4)CC3)cc12	16	-13	-2	-22	1	-4	-3	-2	43	15	0
CS(=O)(=O)N1CCN(c2ncccn2)CC1	-8	12	0	-22	4	-4	-1	13	-20	8	-3
c1cnc(-c2noc(CN3CCN(C4CCCC4)CC3)n2)cn1	4	-11	-21	-15	12	0	-3	4	10	1	1
O=C(CN(C(=O)CNS(=O)(=O)c1ccccc1)c1ccc(F)cc1)NCc1ccco1	-4	-193	-9	5	4	-4	-5	15	-2	-5	3
CC1(O)c2ccccc2C(=O)N1Cc1ccccc1 (configuration not stated)	11	22	-10	-2	-2	-5	-2	-1	1	-3	1
CC1CCN(C(=O)CSc2ccc(-c3ccc4c(c3)OCCO4)nn2)CC1	10	-95	10	-37	-124	-3	-5	-10	-50	-11	-1
CC(=O)Nc1ccc(S(=O)(=O)Nc2cccc3cccnc23)cc1	-26	0	11	24	23	-3	5	-6	-8	6	-2
COCCOC(=O)C1=C(C)NC(=S)NC1c1cccs1 (configuration not stated)	-8	10	-2	1	15	5	11	14	-11	0	-1
COc1ccc(/C=C2/SC(c3ccc(C)cc3)=NC2=O)cc1OC	3	-44	-1	-13	-20	.	4	-3	-3	-7	0
COc1cccc(C(=O)NC2CCN(CC(=O)Nc3nccs3)CC2)c1	17	19	-16	5	23	-6	3	-3	-10	-5	-1
Cc1c(C)c(C)c(S(=O)(=O)NCCc2ccccn2)c(C)c1C	-9	22	-3	-18	10	.	-5	-2	13	-7	4
CC(Cl)C(=O)Nc1cc(C(C)(C)C)nn1-c1ccccc1 (configuration not stated)	-7	4	3	10	10	-4	-3	1	-1	-11	2
Cc1cc(C)cc(NC(=O)Cn2nnc(C(=O)NCCc3ccccc3)c2N)c1	-10	29	6	-11	9	-15	0	-3	7	8	-1
CC(=O)c1ccc(S(=O)(=O)N2CCN(C(=O)c3ccc(COc4ccccc4)o3)CC2)cc1	1	32	4	23	4	-7	-5	2	43	11	.
CCOC(=O)NC(NC(=O)OCC)C(=O)c1ccc(F)cc1	7	-29	-1	2	-31	-4	5	12	2	-6	1
O=C(c1ccccc1)c1ccccc1N1C(=O)C=CC1=O	78*	104*	-9	-4	25	-2	17	6	93*	43	1
CC1CCCCC1NC(=O)CSc1ccc([N+](=O)[O-])cc1 (configuration not stated)	-13	3	13	-5	-4	-3	.	0	3	8	-2
Clc1ccc(CNc2ccc(CNc3ncn[nH]3)cc2)c(Cl)c1	-19	13	1	-5	7	2	-16	-10	22	12	0
CCN1CCN(CCNC(=O)c2ccc(/C=C3/Sc4ccccc4N(Cc4cccc(Cl)c4)C3=O)cc2)CC1	21	97*	-29	19	17	-5	-6	9	2	68*	-2
Cc1cc(C)c2[nH]c(=O)c(CN(Cc3ccco3)C(=O)C3CCCO3)cc2c1 (configuration not stated)	10	15	-4	-17	-1	.	-8	1	7	-8	1
